IEC-6 cytotox: kills IEC-6 intestinal cells in KLF5 counter-screen. actives 0.78% (n = 290,000). AID 1825. inhibition, % at 5 µM. IEC-6 cytotoxicity, luminescence viability; in the data active = inhibition above about 22%;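 note: 0% = plate median of test compound wells and 100% = cytotoxic reference compound wells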
HSP90 refold inh: inhibitors of HSP90 luciferase refolding in rabbit reticulocyte lysate. inhibition, % at 5.6 µM. AID 1789. actives 0.91% (n = 290,000). luciferase refolding luminescence, 3 h;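 active = inhibition above the screen-wide mean plus 3 SD, computed separately per campaign, cut at about 16% in these data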;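 note: 0% = DMSO wells and 100% = 60 µM geldanamycin wells; inhibitors lower the luminescence because luciferase stays unfolded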
Platelet DG rel: platelet dense granule release activity; AID 1663; human platelet-rich plasma, SFLLRN dense granule ATP release, luminescence; inhibition, %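 (compounds screened at 7.5 µM in platelet-rich plasma)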; actives 0.22% (n = 300,000);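 active = mean replicate score, as percent of positive control, at or above 50; inconclusive = mean below 50 but at least one replicate at or above 50; inactive = mean and every replicate below 50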
HSF1 inh: HSF1 inhibition | NIH3T3-HGL HSE-luciferase, MG132-induced, luminescence 8 h; stronger effect = lower value | activity change, negative = inhibition, % at 7.5 µM (by protocol) | actives 0.77% (n = 300,000);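 active = more than half of replicate wells show activity change below -50%, luminescence cut by over half; inconclusive = some wells, but at most half, below -50%; inactive = no replicate well below -50%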;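 note: luciferase reports HSF-1 transcriptional activity via heat shock element; 0% = median of DMSO wells and -100% = zero luminescence signal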
aSyn UTR inh: MLPCN primary screen, SNCA 5' untranslated region; actives 0.82% (n = 300,000); inhibition, % (tested at 7.5 µM); alpha-synuclein 5'UTR reporter, inhibitor activity; in the data active = inhibition above about 60%; inconclusive = no clear call, values can overlap the other calls;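 note: H4 neuroglioblastoma cells stably carrying SNCA 5'UTR luciferase fusion; 0% = DMSO wells and 100% = positive control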
HIF activator: HIF pathway transcriptional activation | U2OS HRE-luciferase reporter, luminescence; normalized: DMSO 0%, desferrioxamine 100% | actives 0.32% (n = 300,000) | activation, % at 7.5 µM (by protocol);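 active = mean activation of at least 10% of the iron chelator positive control signal, with at least half of replicates also reaching 10%; inconclusive = mean and replicate majority disagree about reaching 10%; inactive = mean and most replicates under 10%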
KLF5 inhibitor: kruppel-like factor 5 inhibition. DLD-1 KLF5 promoter-luciferase reporter, luminescence. inhibition, % at 5 µM. actives 0.23% (n = 290,000);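 active = inhibition above a per-plate limit of that plate's mean compound inhibition plus 3 SD, cut at about 60% in these data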;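 note: 0% = DMSO wells and 100% = LY294002 at 200 µM; higher means less KLF5 promoter-driven luciferase light; inactives centre near -14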
AI-2 QS modul: modulates the Vibrio harveyi AI-2 quorum sensing system. Vibrio harveyi JMH597 AI-2 luminescence/OD600 ratio, 9 h; stronger effect = lower value; strain lacks LuxN and CqsS sensors; 0 = neutral-control median. activity change, % at 7.5 µM. actives 0.4% (n = 300,000). AID 2094; in the data active = activity change below about -75%, passing the limit was not always enough; inconclusive = no clear call, values can overlap the other calls;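 note: luminescence divided by OD600 gain over 9 h not by final OD600 alone; inactives centre near 13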
HDAC3 inh: inhibitors of human histone deacetylase 3 | inhibition, % at 8.3 µM | recombinant HDAC3, fluorogenic peptide/trypsin coupled, fluorescence | O15379 | actives 0.15% (n = 320,000) | AID 2718; in the data active = inhibition above about 26%, passing the limit was not always enough; inconclusive = no clear call, values can overlap the other calls
Target sequence (O15379 whole entry, looked up): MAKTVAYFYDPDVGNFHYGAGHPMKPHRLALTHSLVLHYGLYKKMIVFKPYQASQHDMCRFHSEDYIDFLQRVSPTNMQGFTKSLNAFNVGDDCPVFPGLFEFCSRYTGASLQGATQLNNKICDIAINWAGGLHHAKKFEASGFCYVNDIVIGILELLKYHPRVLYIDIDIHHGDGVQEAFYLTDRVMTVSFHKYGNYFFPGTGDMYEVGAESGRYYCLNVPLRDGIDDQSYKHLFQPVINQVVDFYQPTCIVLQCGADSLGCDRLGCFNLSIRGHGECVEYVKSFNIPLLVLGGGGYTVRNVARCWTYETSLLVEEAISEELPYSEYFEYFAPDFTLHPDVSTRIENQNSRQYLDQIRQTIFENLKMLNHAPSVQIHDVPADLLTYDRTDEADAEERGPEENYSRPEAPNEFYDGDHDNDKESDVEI
HSF1 activator: increases HSF-1 driven luciferase reporter signal; NIH3T3-HGL HSF-1 luciferase reporter, MG132, 8 h; 100% = twice DMSO control signal; activation, % at 9 µM; actives 1.7% (n = 300,000); AID 504408;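 active = mean replicate activation of at least 50% with a set share of replicates each reaching 50%; inconclusive = only one of those two conditions met; inactive = mean below 50% and too few replicates reaching it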;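 note: 0% = median of the neutral control wells and 100% = twice that signal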
* hit, by the source's call; ? = inconclusive; · = not tested or not shown.

Compound	HDAC3 inh	Platelet DG rel	KLF5 inhibitor	aSyn UTR inh	HIF activator	HSF1 activator	IEC-6 cytotox	AI-2 QS modul	HSP90 refold inh	HSF1 inh
COc1ccc(C(=O)NCCONC(=O)c2ccc(OC)cc2)cc1	1	-10	-29	4	-0.1	-15	-5	9	-4	4
COc1ccc(/C=N/NC(=O)CCn2c3ccccc3c3ccccc32)cc1O	6	1	74*	19	1.1	3	10	34	-2	3
CCOc1ccccc1N1CCN(C(=O)/C=C/c2cccc([N+](=O)[O-])c2)CC1	4	2	22	25	·	·	10	12	6	·
O=C(c1ccncc1)N1CCN(C(=O)c2ccncc2)CC1	3	-3	-11	16	-0.1	-14	9	11	0	-3
COc1ccccc1OCCC(=O)OCC(=O)Nc1cccc(Br)c1	·	-15	-3	18	0.3	14	2	34	0	-3
C=CCc1ccccc1Oc1cc(F)nc(N)n1	-5	0	-25	13	1.4	-6	4	4	2	-6
CN(C)c1cc(Cl)c2nonc2c1N	3	-7	-3	-41	1.6	9	-8	-11	5	10
CCCOc1cc(C)c(S(=O)(=O)n2ccc(C)n2)cc1C	-3	-15	-18	11	0.4	-11	3	11	3	-1
Cc1cc(OCC(=O)NC2CC(C)(C)NC(C)(C)C2)c2c(C)cc(=O)oc2c1	-50	2	-2	4	-0.2	1	1	21	5	0
COc1ccc(CNC(=O)Cc2c(C(=O)O)[nH]c3ccccc23)c(OC)c1	-3	3	-17	-8	0.0	-5	-5	25	-4	-5
CC(OC(=O)C1CCN(c2ccc(C(F)(F)F)cn2)CC1)C(=O)Nc1ccc(S(N)(=O)=O)cc1 (centres undefined)	-1	27	-34	11	-0.4	2	-2	66	-2	3
CN(C)CCCNC(=O)C(=O)Nc1ccc2c(c1)N(S(=O)(=O)c1cccs1)CCC2	-1	4	·	12	0.0	6	·	-6	·	-4
COC(=O)c1cc(-c2ccccc2)on1	-1	1	-34	-2	-0.5	-1	1	-2	2	3
COc1ccc2c3c([nH]c2c1)C1(NCC3)C(=O)Nc2ccccc21 (centres undefined)	8	-11	8	-7	-0.1	3	13	3	6	5
C=CCSc1nc2ccccc2n2cnnc12	-1	6	-23	-3	1.9	50	-2	31	0	6
CC1CN(Cc2nc3c(c(=O)n(C)c(=O)n3C)n2CCCc2ccccc2)CC(C)O1 (centres undefined)	-5	3	10	-10	0.0	-6	-2	12	-3	0
CN(C(=O)CC1C(=O)NCCN1Cc1cccc(C(F)(F)F)c1)C1CCOCC1 (centres undefined)	2	0	-18	1	0.1	12	-6	25	-3	0
CC1(C)CC(=O)C2=C(C1)N(c1ccccc1)C(=O)CC2c1ccsc1 (centres undefined)	4	?	15	3	-0.5	5	-4	5	1	5
Cc1ccc(S(=O)(=O)NCC(=O)OCC(=O)c2c(N)n(C)c(=O)n(C)c2=O)cc1	0	0	-18	24	-0.1	-13	0	-1	-1	-3
COc1ccc(/C=C2\SC(=Nc3ccccc3OC)NC2=O)cc1	-9	-5	-27	-29	-44	10	-3	4	-1	4
O=C(N/N=C/c1ccc(Cl)cc1)c1sccc1OCc1ccc(F)cc1	1	3	23	73*	0.6	20	22	25	-1	12
O=C(Oc1ccc(Cl)c2cccnc12)c1cccc([N+](=O)[O-])c1	2	18	9	2	0.2	1	-7	1	-3	-3
Cc1ccc(NC(=O)c2cccc(S(=O)(=O)N(C)c3ccccc3)c2)cc1S(=O)(=O)N1CCOCC1	-3	-12	-8	22	-0.3	15	-1	26	-3	2
CCN1CCN(C(=O)CN(c2ccc(F)c(Cl)c2)S(C)(=O)=O)CC1	-1	7	-9	17	-0.2	28	2	19	3	-7
O=C(CCN1C(=O)c2ccccc2S1(=O)=O)Nc1cc(Cl)ccc1Cl	-4	4	·	-8	0.4	0	·	-4	·	1
CCSc1nnc(NC(=O)c2ccc(S(=O)(=O)N(C)C)cc2)s1	-2	13	-2	-54	0.0	7	-3	18	-3	11
COCC(=O)NC1CCN(S(=O)(=O)c2cccc(C(C)=O)c2)CC1	6	0	-5	-4	0.1	4	2	21	0	-3
O=C(CNCc1ccccc1)NC1C2CC3CC(C2)CC1C3 (centres undefined)	0	4	-37	-60	2.4	1	-1	-12	-1	2
CC(=O)Nc1ccc(S(=O)(=O)NCCSCc2cccc(Cl)c2)cc1	2	16	7	20	0.4	-2	4	0	-5	8
Cc1[nH]n(-c2ccccc2)c(=O)c1C=Nc1ccc(S(=O)(=O)Nc2nccs2)cc1	6	0	-2	-27	-0.1	20	-1	-63	2	12
COc1ccc(N2CC(C(=O)N[C@@H](C)C(=O)NCc3ccccc3OC)CC2=O)cc1 (some centres undefined)	6	-12	-28	11	0.4	-12	-4	37	-2	4
O=C1[C@H](O)[C@@H](O)C(=O)N1Cc1ccccc1	-5	11	-23	5	-5.2	11	-6	14	-4	-2
CSC1=NCCN1C(=O)C12CC3CC(CC(C3)C1)C2	-3	1	-27	14	-0.5	-11	-2	6	0	-4
O=C(COc1ccccc1O)Nc1ccc(Cl)cc1	3	12	-42	-49	-5.4	2	-4	-24	-5	4
CCN(CC)CCNc1nc(C(F)(F)F)nc2c1nnn2Cc1ccccc1	-3	1	-2	-18	0.4	-1	7	-1	0	-7
CCOC(=O)N1CCN(C(=O)C(CC)c2ccccc2)CC1 (centres undefined)	-4	-3	-36	12	0.1	-8	6	-2	2	-2
NS(=O)(=O)c1ccc(NC(=O)C2CCCO2)cc1 (centres undefined)	-5	4	-11	-14	-0.2	1	-7	5	0	-4
Cn1c(CSc2nc3ccccc3n2C)nc2ccccc21	1	-1	4	-22	1.3	70*	7	21	1	31
CCOCCc1nnc(NC(=O)c2cc(OC)c(OC)c(OC)c2)s1	3	0	-13	-18	-0.2	10	1	30	-1	5
Cc1cccc(N2CCN(C(=O)c3cccc(N4C(=O)C5C6C=CC(C6)C5C4=O)c3)CC2)c1C (centres undefined)	1	-6	12	14	0.6	-3	7	18	-1	-2
CS(=O)(=O)c1ccc(C(=O)NC(Cc2ccccc2)c2ccccc2)cc1 (centres undefined)	0	10	-12	0	-0.1	11	0	28	5	-1
CCOC(=O)c1cc(C#N)c(SCc2cccc3ccccc23)nc1C	6	0	-9	10	0.1	-7	-3	32	-1	-6
CC(=O)C(C)n1cnc2scc(-c3ccc(C)cc3)c2c1=O (centres undefined)	13	8	-22	26	-1.1	19	3	12	-4	7
O=C(CNc1ccc(Oc2ccccc2)cc1)N1CCOCC1	-4	-2	-19	9	-0.2	-27	8	-4	-1	-12
Cc1ccc(CNC(=O)C2CCCN2S(=O)(=O)c2ccc(Cl)cc2)cc1 (centres undefined)	-1	2	-14	9	0.0	-12	1	2	-2	0
CC1COC(=O)C(NNc2ccc(Cl)c(Cl)c2)=N1 (centres undefined)	?	11	13	-13	-1.0	22	10	19	-2	-1
COc1cccc(NC2c3ccccc3C(=O)N2Cc2ccco2)c1 (centres undefined)	-4	-4	5	10	0.7	22	-3	29	1	18
Cc1occc1C(=O)Nc1sc2c(c1C(N)=O)CCCCC2	-6	-4	-32	-176	3.5	9	-2	19	-3	7
COc1cccc(-c2cc(C(=O)NCC3CCCO3)c3cc(Br)cc(C)c3n2)c1 (centres undefined)	-9	42	-17	-23	-0.1	29	-14	3	-2	15
Cc1c(NC(=O)C2CCCO2)cccc1[N+](=O)[O-] (centres undefined)	-3	5	-12	0	-0.2	-12	-7	4	3	-5
COc1cccc(OC)c1C(=O)Nc1cc(C)on1	-11	-1	-5	17	-0.1	3	8	26	5	-2
COC(=O)c1ccc2c(=O)n(CCO)c(=S)[nH]c2c1	2	-5	-45	-11	·	4	6	20	-1	0
CCc1nc(SCC(=O)c2ccc(C)c(C)c2)n[nH]1	8	-8	-12	-14	0.8	13	-2	-3	1	1
CNC(=O)C1CCN(C(=O)c2ccc(-c3ccccc3)cc2)CC1	2	-4	-7	14	0.2	1	1	22	-2	-2
Cc1oc(CSCCSCc2cc(C(=O)O)c(C)o2)cc1C(=O)O	4	5	-1	10	-1.0	6	-2	12	0	16
Cc1nc(/C=C/c2ccccc2)[nH]c(=O)c1-c1ccccc1	-6	15	-121	-15	4.6	24	4	5	0	8
O=C(Cc1nc(-c2ccc(Br)s2)cs1)NCCN1CCOCC1	-1	2	-12	-16	-0.4	-4	0	1	2	-12
NC(Cc1c[nH]c2ccccc12)C(=O)NCc1ccco1 (centres undefined)	-4	-5	15	20	0.1	-1	-3	18	2	-6
c1nc(N2CCC3(CC2)OCCO3)c2c3c(sc2n1)CCCC3	3	-12	-6	4	0.4	9	-1	9	2	-5
Cn1cccc1/C=N/n1c(-c2ccc(Cl)cc2Cl)n[nH]c1=S	9	-16	-27	5	-0.2	0	1	-6	1	-11

(cont.)
Compound	HDAC3 inh	Platelet DG rel	KLF5 inhibitor	aSyn UTR inh	HIF activator	HSF1 activator	IEC-6 cytotox	AI-2 QS modul	HSP90 refold inh	HSF1 inh
O=C(CCN1CCc2ccccc2C(c2ccccc2)C1)c1ccc2c(c1)OCCO2 (centres undefined)	7	2	-5	2	0.2	87*	2	31	8	57
CC1(C)CC(c2nc(-c3ccc(Br)cc3)cs2)CCS1 (centres undefined)	12	1	14	-9	0.2	9	4	10	-3	3
CNC(=S)NCCN1CCOCC1	-9	10	-47	10	0.0	-10	-2	20	3	-11
OC1(c2ccccc2)CCN(Cc2ccccc2)C2CCCCC21 (centres undefined)	-1	-6	-14	14	0.9	-9	7	19	1	-5
N/C(Cc1nc2ccccc2s1)=N\O	3	-1	-16	-32	-0.3	0	8	3	5	-1
CC(=O)Cc1nsc(NC(=O)c2cc(-c3ccccc3Cl)oc2C)n1	13	19	-23	-7	0.2	10	-2	3	1	8
CC1CCCN(C2=NC(=O)/C(=C/c3cn(-c4ccccc4)nc3-c3cccc(S(=O)(=O)N(C)C)c3)S2)C1 (centres undefined)	1	3	-14	-9	0.2	11	1	25	0	-4
Cc1ccc(S(=O)(=O)N2CCC(=O)N(C(CO)Cc3ccccc3)CC2)cc1 (centres undefined)	-3	0	-6	10	-0.1	-16	-2	6	-2	-5
Cc1ccccc1C(=O)Nc1ccc(S(=O)(=O)N2CCCC2)cc1	-9	-1	-18	-13	-37	-12	3	-7	-2	-1
COc1ccc(Br)cc1CN(C)C(C)C(=O)Nc1cc([N+](=O)[O-])ccc1OC (centres undefined)	-3	-1	-8	?	-0.6	33	1	6	2	7
Brc1ccc2ncnc(Nc3cccc4ccccc34)c2c1	8	-2	15	-22	-0.5	-30	28*	19	0	-16
COc1ccc(-n2nc(C(=O)N3CCN(Cc4ccc5c(c4)OCO5)CC3)c3ccccc3c2=O)cc1	-6	7	6	18	-0.3	-39	2	21	2	-28
